TRHR agonist: TRH receptor (human) agonism | P34981 | TRHR cells, calcium flux fluo-8, FDSS agonist mode | activation, % at 2 µM | 0.18% of 360,000 active; also: 0% is about no effect
Target sequence (P34981 whole entry, looked up): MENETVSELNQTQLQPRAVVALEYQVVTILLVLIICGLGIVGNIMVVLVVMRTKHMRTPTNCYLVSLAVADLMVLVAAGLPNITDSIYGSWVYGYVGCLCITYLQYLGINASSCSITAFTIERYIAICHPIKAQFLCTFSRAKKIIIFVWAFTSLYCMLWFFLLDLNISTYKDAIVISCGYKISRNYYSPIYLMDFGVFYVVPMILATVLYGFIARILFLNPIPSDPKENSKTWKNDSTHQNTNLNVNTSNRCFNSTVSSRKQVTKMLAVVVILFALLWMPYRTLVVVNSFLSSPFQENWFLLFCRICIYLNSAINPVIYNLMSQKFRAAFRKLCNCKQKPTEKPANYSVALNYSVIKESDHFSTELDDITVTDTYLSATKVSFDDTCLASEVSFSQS
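Steps: seed TRHR cells overnight; add fluo-8 no-wash Ca dye, RT 30 min–1.5 h; record 10 s baseline; pin-transfer compounds; monitor fluorescence 1 cycle/s for the agonist window. Calcium increases flag candidate agonists.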
D2 antagonist: antagonists of human D2 dopamine receptor. P14416. HEK293 TREx D2 cells, calcium flux, dopamine EC80. inhibition, % at 10 µM. 2% of 340,000 active; in the data active = inhibition above about 30%; also: 0% is about no effect
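Inhibition of EC80 dopamine-driven calcium flux, recorded kinetically, defines activity here; cells are a tetracycline-induced HEK293 T-REx line expressing force-coupled D2.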
RXFP1 antagonist: blocks the human relaxin receptor RXFP1. Q9HBX9. HEK293-RXFP1, relaxin-stimulated cAMP HTRF, 30 min; active compounds read low. activity change, negative = inhibition, % at 57.5 µM. 0.59% of 350,000 active;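 active = activity change of -60% or lower, but not beyond a set lower limit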; also: % is scaled to controls: 0 for no effect and ±100 for the full control effect
TRHR enhancer: allosteric enhancers of human TRH receptor. P34981. AID 493056. TRHR cells, fluo-8 calcium fluorescence, EC20 TRH enhancement. 0.66% of 360,000 active. enhancement, % at 2 µM; in the data active = enhancement above about 30%; also: 0% is about no effect
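TRHR-expressing cells loaded with fluo-8 calcium dye were read kinetically (ex 480/em 530) during compound addition, then stimulated with an EC20 of TRH (10 nM final). Enhancement of the Gq-mediated intracellular calcium response was scored.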
D1 potentiator: potentiators of human D1 dopamine receptor | HEK293 TREx D1 cells, calcium flux, dopamine EC20 potentiation | P21728 | AID 504651 | 0.036% of 360,000 active | potentiation, % at 10 µM; in the data active = potentiation above about 30%; also: 0% is about no effect
Target sequence (P21728 whole entry, looked up): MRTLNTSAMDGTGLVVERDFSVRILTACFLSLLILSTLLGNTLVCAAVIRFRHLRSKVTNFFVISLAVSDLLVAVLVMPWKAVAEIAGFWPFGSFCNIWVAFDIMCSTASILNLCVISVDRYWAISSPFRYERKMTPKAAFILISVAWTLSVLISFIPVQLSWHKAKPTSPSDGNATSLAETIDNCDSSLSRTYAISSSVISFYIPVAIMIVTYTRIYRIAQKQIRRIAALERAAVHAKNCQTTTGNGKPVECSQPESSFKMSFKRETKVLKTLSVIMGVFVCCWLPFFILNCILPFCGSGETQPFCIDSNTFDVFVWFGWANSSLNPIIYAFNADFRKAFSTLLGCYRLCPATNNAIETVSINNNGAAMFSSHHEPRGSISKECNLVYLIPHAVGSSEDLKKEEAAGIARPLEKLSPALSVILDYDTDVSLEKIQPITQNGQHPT
D2 ag: D2 dopamine receptor (human) agonism | P14416 | HEK293 T-REx D2 cells, calcium flux agonist mode | activation, % at 2 µM | 0.53% of 340,000 active | AID 485358;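 active = activation over 3 SD above normal in the single-dose calcium agonist read, cut at about 30% in these data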; also: 0% is about no effect
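Agonism scored from kinetic calcium signal (1 read/sec, 180 s) following compound pin transfer, after a 10 s baseline. Cells: HEK293 Trex line expressing inducible D2 receptor coupled to calcium, dye-loaded after overnight culture at 30 C.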
D1 antag: blocks dopamine activation of the human D1 receptor; HEK293 TREx D1 cells, calcium flux, dopamine EC80; active compounds read low; activity change, negative = inhibition, % at 10 µM; 3.2% of 360,000 active; AID 504652; in the data active = activity change below about -30%; also: % is scaled to controls: 0 for no effect and ±100 for the full control effect
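Tetracycline-induced HEK293 Trex D1 cells, force-coupled to calcium, dye-loaded; compounds added and read 180 s, then EC80 dopamine added and calcium flux tracked kinetically another 180 s.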
D2 potentiator: D2 dopamine receptor (human) potentiation | P14416 | potentiation, % at 10 µM | 0.34% of 340,000 active | HEK293 T-REx D2, calcium flux, EC20 dopamine potentiation;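 active = potentiation over 3 SD above the plate norm, cut at about 30% in these data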; also: 0% is about no effect
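Cells plated with tetracycline inducer and held overnight at 30 C; calcium dye loaded 30–90 min at room temperature; baseline taken, compound added and read 180 s; EC20 dopamine then added and read 180 s.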
D1 agonist: human D1 receptor agonism; HEK293 T-REx D1 cells, calcium flux, agonist mode; AID 504660; P21728; 1% of 360,000 active; activation, % at 2 µM; also: 0% is about no effect
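Agonism was scored from calcium flux recorded over 180 s (1 read/s) after pintool compound addition, following a 10-cycle baseline. Cells were inducible force-coupled HEK293 TREx D1, plated overnight at 30 C and loaded with no-wash calcium dye.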
Starred values were filed as active, the others as inactive; . = no result given. Rule as the data show it, unless noted: active = activation above about 30%; inactive = the rest.

Screens in order: TRHR agonist, D2 antagonist, RXFP1 antagonist, TRHR enhancer, D1 potentiator, D2 ag, D1 antag, D2 potentiator, D1 agonist
Cn1nc(-c2ccccc2)c(C(=O)Nc2ccc(C(F)(F)F)cc2)c1Cl
→ 0.0, 0, -27, 0, -4, 0.1, -1, -3, 3
CCCCNC(=O)c1c(CSc2ccc(Cl)cc2)noc1C(=O)NCCC
→ 0.3, -16, ., -4, -9, -0.4, -14, 7, 9
COc1ccc(CCN2C(=O)CC(NNc3ccc([N+](=O)[O-])cc3)C2=O)cc1OC (stereo not drawn)
→ 0.4, -6, -17, -2, -7, 0.1, 5, 0, 4
Cc1ncc(CO)c(/C=N/N=C/c2ccccc2O)c1O
→ 0.7, 8, ., 1, -8, 0.3, -5, -11, 0
COc1ccc(C2=NS(=O)(=O)N(C)C(C(=O)N3CCC(C)CC3)=C2)cc1
→ 0.1, -1, -5, -3, -3, -0.5, -24, -3, 10
CCN(CC)S(=O)(=O)c1cc(NC(=O)COC(=O)c2ccc(NC(=O)CC#N)cc2)ccc1C
→ 1.4, 8, 5, -3, -8, 0.4, -25, 2, 7
Cc1onc(-c2ccccc2Cl)c1C(=O)Nc1ccccc1O
→ -0.2, 29, -1, -6, -13, 0.3, -3, -9, 4
CC(=O)c1ccc(NC(=S)Nc2cccc3ccccc23)cc1
→ 0.1, 1, 3, -8, 2, -0.2, 1, 12, 0
CCc1ccc(/C=N/NC(=O)Cc2cccn2C)cc1
→ 1.2, -16, -7, 2, -5, 0.2, 1, -1, 1
CCCCN1CCc2c([nH]c3ccccc23)C1=O
→ -0.2, -14, -1, 1, 0, -0.5, -5, 1, 1
O=C(O)c1cc(-c2ccc3c(c2)OCO3)nc2ccccc12
→ 0.6, -13, -8, 0, -4, 1.2, 11, -7, 1
CCCCn1c(=O)[nH]c(=O)c2c1nc(-c1ccc(-c3ccccc3)cc1)n2C
→ -0.9, 5, -7, -11, -2, -1.7, 10, -6, 3
NC(=O)C(=O)NN=C1C2CC3CC(C2)CC1C3
→ -0.2, 7, 0, 1, 1, 0.4, 4, 2, 1
O=C(NCCC1=CCCCC1)C1CC(=O)N(C2CCCCCC2)C1 (stereo not drawn)
→ 0.1, -9, -13, 0, 7, 0.6, -25, 12, 1
Cc1ccc(NC(=S)NCCSc2ccc(Cl)cc2)cc1
→ 1.0, -7, -16, -6, -10, 1.5, -37*, 13, 22
C=C(C)CNC(=O)c1ccc(OC2CCN(S(=O)(=O)N(C)C)CC2)cc1
→ 1.4, -5, 5, -6, -6, 0.1, 6, 6, 4
CCOC(=O)Cn1c(=O)n(C2CCCCC2)c2nc(-c3ccc(CC)cc3)nc(C(N)=O)c21
→ 0.1, ., ., -5, 0, -1.4, 10, 1, 0
O=C(NC(=O)c1ccccc1)NC(=O)c1ccccc1
→ 5.3, 27, -1, 0, -3, 0.7, 3, -10, 4
Cc1ccc(S(=O)(=O)N[C@@H](CC(C)C)C(=O)N2CCC(C(=O)N[C@H](C(=O)O)C(C)C)CC2)cc1
→ -0.9, ., ., 1, -2, ., 8, ., 3
Cc1ccnc(N/C=C(\C#N)c2nc(-c3cccc(Br)c3)cs2)c1
→ 0.0, -29, 10, 26, -6, -1.4, -36*, -3, 160*
Cc1ccc(-c2ccc(CCC(=O)O)n2C(C)C)cc1
→ -0.6, 33*, ., -7, ., -0.1, -12, 16, 2
COc1ccc(C(C)=O)cc1CSc1nc(NCc2ccccc2)c2ccccc2n1
→ -0.1, ., -18, -3, -4, 0.1, 12, 5, 9
Nc1cccc(Nc2ccccc2)c1
→ 0.8, -8, 2, 4, -5, -0.9, 9, 5, 2
O=C(N/N=C/c1c(F)c(F)c(F)c(F)c1F)c1cccc(S(=O)(=O)N2CCOCC2)c1
→ 1.5, -7, -3, -1, 9, 0.5, 12, 0, 2
COc1ccc(C(=O)Nc2cc(C(F)(F)F)ccc2-n2cncn2)cc1
→ 0.1, 5, -33, 9, 5, 0.7, -2, -21, 1
COc1cc2c(cc1OC)C1(CCCC1)CNC2C (stereo not drawn)
→ 0.4, -10, -23, 9, -6, 0.4, 2, -12, 0
O=C(N/N=C/c1cccs1)C(=O)Nc1cccc(Cl)c1
→ 0.8, 2, -7, 13, -4, 0.5, -66*, 1, 14
CC(CNC(=O)c1ccc(Nc2nc3ccccc3n3nnnc23)cc1)c1ccccc1 (stereo not drawn)
→ 0.7, ., -6, 0, -2, 0.8, 17, 7, 2
Cc1cnc(NC(=O)/C=C/c2ccc(Br)o2)s1
→ 0.0, 7, 3, -7, 1, -0.1, 10, 17, 1
CC1=CC=CC2=NC(=O)CC(C)(C(=O)O)N12 (stereo not drawn)
→ -0.7, -10, 11, 7, -3, 0.0, 3, 6, 1
Cc1nn(C)c(C(=O)NNC(=S)Nc2ccc(F)cc2)c1[N+](=O)[O-]
→ 0.0, 10, 30, 4, -3, 0.2, -18, 14, 0
O=C1CC(c2ccc(F)cc2)C2=C(CCCC2=O)N1 (stereo not drawn)
→ 0.8, 3, -3, -6, -4, -1.6, -5, -3, 4
CCNC(=O)c1sc(=S)n(CC)c1N
→ 0.0, -1, 4, 5, 2, 0.3, 22, 6, 1
C/C(N)=C(/C#N)C(=O)CSc1nnc(-c2ccc3c(c2)OCO3)o1
→ 0.6, -18, 2, 6, -9, 0.0, 0, 5, 2
C=CCNc1nc(N)c(C(=O)c2ccc3c(c2)OCO3)s1
→ -0.4, -31, -4, 3, -4, 0.0, -13, 1, 2
COc1cccc(OC)c1OCC(O)CN1CCN(c2ccccc2F)CC1 (stereo not drawn)
→ -1.1, 86*, 0, 2, -6, 78*, -18, -22, 4
COc1cccc(CC2(CO)CCCN(Cc3cnn(-c4ccccc4)c3)C2)c1 (stereo not drawn)
→ 1.6, 18, 0, 9, -4, -2.2, -27, -21, 13
Cc1ccc(OCc2ccc(C#N)cc2)c(C(=O)c2cc(C#N)c(=O)n(C3CC3)c2)c1
→ -0.1, 4, 5, -2, 9, -0.3, 10, -1, 2
C=C(C)CSc1nc2sc3c(c2c(=O)n1-c1ccccc1)CCC(C)C3 (stereo not drawn)
→ -1.2, ., 2, -1, -1, -0.6, -4, -6, -1
Cc1c(NC(=S)NC(=O)C(C)(C)C)c(=O)n(-c2ccccc2)n1C
→ -1.4, -12, 4, -1, -9, 0.5, -6, -1, -1

Laid out differently: 4 of the compounds above.
Compound | TRHR agonist | D2 antagonist | RXFP1 antagonist | TRHR enhancer | D1 potentiator | D2 ag | D1 antag | D2 potentiator | D1 agonist
Cc1c(NC(=S)NC(=O)C(C)(C)C)c(=O)n(-c2ccccc2)n1C | -1.4 | -12 | 4 | -1 | -9 | 0.5 | -6 | -1 | -1
CCNC(=O)c1sc(=S)n(CC)c1N | 0.0 | -1 | 4 | 5 | 2 | 0.3 | 22 | 6 | 1
COc1cccc(CC2(CO)CCCN(Cc3cnn(-c4ccccc4)c3)C2)c1 (stereo not drawn) | 1.6 | 18 | 0 | 9 | -4 | -2.2 | -27 | -21 | 13
C/C(N)=C(/C#N)C(=O)CSc1nnc(-c2ccc3c(c2)OCO3)o1 | 0.6 | -18 | 2 | 6 | -9 | 0.0 | 0 | 5 | 2

Later entries.
Screens in order: TRHR agonist, D2 antagonist, RXFP1 antagonist, TRHR enhancer, D1 potentiator, D2 ag, D1 antag, D2 potentiator, D1 agonist
O=C(O)CCn1c(=S)n(CCC(=O)O)c2ccccc21
→ 0.7, 19, -2, 2, -2, -0.5, -14, 11, 4
COc1cc2ccccc2cc1C(=O)NC(=S)Nc1cccc(C(=O)O)c1C
→ -0.4, -7, -6, -2, 1, 0.1, 0, -1, 2
O=C(c1ccccc1F)N1CCN(c2ncccn2)CC1
→ 1.5, -11, -12, -4, -1, 0.9, 7, -9, 2
Cc1ccc(OCC(=O)Nc2ccc(S(=O)(=O)N3CCN(C)CC3)cc2)cc1
→ 0.7, 2, -4, 2, -10, 0.1, -24, -5, 11
CCCNC(=O)NC1CCCc2ccccc21 (stereo not drawn)
→ -0.2, -8, 0, -5, -2, 0.4, 8, -3, -1
COc1ccc(/C=C\c2onc(C)c2S(=O)(=O)N2CCC(C(=O)Nc3ccc(Cl)cc3)CC2)cc1
→ 1.9, ., 21, 1, 5, 1.0, -17, -3, 2
O=C(CNC(=S)N(Cc1ccccc1)Cc1cccnc1)NCCc1ccccc1
→ -0.3, -7, -6, -1, 3, 0.8, 0, 12, 1
O=C(CCN1C(=O)/C(=C/c2ccccc2F)SC1=S)Nc1ccccn1
→ -1.1, -11, -6, 5, -2, -0.3, -5, 0, 4
CCOc1ccccc1C1NC(=O)NC(C)=C1C(=O)OC1CCCCC1 (stereo not drawn)
→ 0.4, 10, -11, 0, -4, -0.6, 22, 6, 2
O=C(NC1CCN(C(=O)Nc2cccc(Cl)c2)CC1)c1ccccc1
→ -0.3, 4, 9, 1, -9, 4.6, 8, ., 1
O=C(O)c1cccc(CSc2nnc(Cc3ccccc3)o2)c1
→ 0.2, -4, 0, -3, -4, -0.6, 13, 20, 2
CCOC(=O)N/N=C/c1c[nH]c2ccccc12
→ 0.0, -1, 0, 1, -2, -0.1, 12, 2, 2
CSc1ncc(Cl)c(C(=O)Nc2ccccc2C)n1
→ -0.6, -4, 4, 2, 6, 0.1, 4, 4, 3
CCOC(=O)/C=C/C(=O)OCC(=O)Nc1ccc(Cl)cn1
→ 0.4, 25, 4, 2, 7, 2.3, 8, -6, 3
O=C(COC(=O)c1ccco1)Nc1ccc2c(c1)OCCO2
→ 0.1, 1, -9, -2, -1, -0.6, -2, -7, 2
O=C(c1cccc([N+](=O)[O-])c1)N1CCc2ccccc21
→ -1.0, -30, 7, 2, -1, 0.3, -11, -6, 2
CCN(CCCNC(=O)CN1C(=O)COc2ccc(S(=O)(=O)N3CCC(C)CC3)cc21)Cc1ccccc1
→ -0.4, -6, -3, 0, 1, 0.4, 20, 0, 0
CCCOc1ccc(NC(=O)CC2C(=O)N(CC)C(=S)N2CCCN2CCN(Cc3ccccc3)CC2)cc1 (stereo not drawn)
→ 0.4, 33*, -65*, 3, -7, -0.2, -34*, ., 13
COc1ccc(CCNC(=O)CCn2c(=O)c3ccccc3n(Cc3cc(C)ccc3C)c2=O)cc1OC
→ 0.4, ., ., 8, 1, -0.1, 3, -1, 4
CCOC(=O)C1=C(C)NC(C)=C(C(=O)OCC)C1C(=O)OCC(=O)N1CC(C)OC(C)C1 (stereo not drawn)
→ -0.6, -37, -3, 5, ., 1.0, 4, 8, 4
CCOC(=O)c1ccc(CSC(=N)N)o1
→ 0.7, -6, 3, 9, -6, -0.2, 1, -4, 2
CNC(=S)N1CCN(c2ccccn2)CC1
→ 0.3, -4, 2, 2, -4, 2.1, 7, 6, -1
CCOC(=O)c1c(NC(=O)C2c3ccccc3Oc3ccccc32)sc2c1CCC(CC)C2 (stereo not drawn)
→ 0.5, ., ., -9, -5, 0.7, 4, -2, 1
Cc1ccc(S(=O)(=O)NCCc2csc3nc(-c4ccccc4C)nn23)cc1
→ 0.0, ., ., -4, -4, 0.0, 5, -5, 1
Cc1cc(NC(=O)COC(=O)CCCOc2ccc(Cl)cc2C)no1
→ 0.0, -15, -2, -10, -10, -2.3, -30*, -15, 3
Cc1cc(C)cc(NC(=O)CCCCCN2C(=O)[C@@H]3Cc4ccccc4CN3C2=O)c1
→ 1.2, -18, 5, 12, -4, -2.6, -40*, 2, 0
Cc1ccc(C(=O)N/N=C\c2cccc(OC(=O)c3cccc(F)c3)c2)cn1
→ -0.2, -23, -29, -15, -2, 0.5, -8, 13, -2

Bioassay records as filed in PubChem BioAssay.
